# PglD DTNB: blocks C. jejuni PglD acetyltransferase activity | purified PglD enzyme, DTNB colorimetric CoA detection | inhibition, % at 12.5 µM | hit rate 0.098% among 360,000 | AID 602405; in the data active = inhibition above about 16%, passing the limit was not always enough; also: strong numbers were not always called active
# PGC1a acetyl inh: PGC1a acetylation modulation, inhibitor mode | AID 651687 | hit rate 0.17% among 350,000 | inhibition, % at 15.6 µM | U2OS PGC1a acetylation, AlphaScreen anti-acetyl-lysine; with virally co-expressed GCN5 acetyltransferase;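 active = every replicate shows inhibition of at least 40%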;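 also: 0% = neutral control wells and 100% = positive control wells; some results beyond the cut were filed as inactive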
# LGR2 antag: blocks bursicon-induced cAMP signaling via Drosophila LGR2; HEK293 LGR2, CRE-luciferase, bursicon-stimulated, 4 h; hit rate 0.35% among 380,000; AID 720647; inhibition, % at 9.99 µM;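 active = drop in luminescence signal, shown as inhibition above about 50% in the replicate tests, limit read from the data, passing the limit was not always enough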;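 also: agonist challenge used bursicon conditioned medium at about half maximal strength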
# Cneo AK release: causes C. neoformans cell lysis | adenylate kinase release luminescence, 4 h; normalised: neutral wells 0, clomiphene wells 100 | lysis activity, % at 15 µM | hit rate 0.2% among 360,000;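 active = mean lysis activity across replicates of at least 80%, whatever share of replicates individually reach that level; inactive = mean lysis activity below 80%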
#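 read-out = cell lysis signal | test system = log-phase Cryptococcus neoformans yeast cells | input = cells at 5 × 10^6 per mL | medium = fresh YPD growth medium | signal = luminescent adenylate kinase detection reagent | timing = 4 h at 37 °C static, read 1 h later | dosing = single dose | controls = Clomiphene as positive lysis control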
# ARNT TACC3 PPI: disrupts binding between human ARNT and TACC3. inhibition, % at 9.99 µM. AlphaScreen His-ARNT PAS-B/GST-TACC3 binding, luminescence; TACC3 fragment carries E629A point mutation. hit rate 0.66% among 390,000;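 active = mean inhibition of replicates at least 50% and at least half of replicates each reaching 50%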;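 also: 0% = complete ARNT plus TACC3 wells and 100% = ARNT alone without TACC3; many hits fall short of the cut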
# GSIS activator: primary screen for activators of insulin secretion dependent on glucose, INS-1E cells, GLuc reporter luminescence. INS-1E GLuc reporter insulin secretion, 2-3 h. activation, % at 16.6 µM. hit rate 0.61% among 370,000;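 active = lowest replicate activation of at least 40%, so every replicate reaches that level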;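 also: 0% = median of neutral control wells and 100% = median of IBMX positive control wells; some compounds called inactive have numbers as strong as hits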
# PAX8 inh HTS: inhibitors of PAX8 transcriptional activity in RMG-I cells | RMG-I TPO-luciferase reporter, SteadyGlo, 24 h | inhibition, % at 12.6 µM | hit rate 1.2% among 360,000;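 active = mean replicate inhibition at least 60% with every replicate also reaching 60%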;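 also: luciferase light reporting Pax8 driven TPO promoter activity; plate controls were median of neutral control wells for no effect and mitoxantrone controls for full effect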
# C2C12 statin: suppression of simvastatin myotoxicity | hit rate 0.78% among 330,000 | rescue of ATP level, % at 7.49 µM | C2C12 myotubes + simvastatin, ATP luminescence, 48 h; scaled: DMSO 0, geranylgeraniol control 100;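 active = mean ATP rescue above about 67%, or every replicate alone reaching that limit, limit read from the data, passing the limit was not always enough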;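 also: myotubes were challenged with 10 µM simvastatin during compound exposure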
# Numbers without * were called inactive; · = not tested or not shown; & = joins results of further samples.
# Keys – A = PglD DTNB; B = PGC1a acetyl inh; C = LGR2 antag; D = Cneo AK release; E = ARNT TACC3 PPI; F = GSIS activator; G = PAX8 inh HTS; H = C2C12 statin
Molecule: COc1ccccc1/C=C/C(=O)OCC(=O)NC1CC1
  A: -1; B: -15; C: -9; D: 2; E: -4; F: 8; G: 5; H: 6

Molecule: O=C(c1ccco1)N1CCN(Cc2cn[nH]c2-c2cccc3ccccc23)CC1
  A: ·; B: -18; C: 11; D: ·; E: 10; F: 22; G: 12; H: 16

Molecule: CCN1CCN(CC(=O)Nc2nc3ccc(C)cc3s2)CC1
  A: -2; B: -2; C: 4; D: 0; E: -6; F: 5; G: -11; H: -11

Molecule: O=C(NC1CCCCC1)c1n[nH]c2c1CC(c1ccccc1)CC2 (stereo not drawn)
  A: -4; B: 2; C: -102; D: 1; E: 1; F: 10; G: -114; H: 4

Molecule: COCCCNC(=O)CSc1nc2sc(C(=O)OC)c(C)c2c(=O)n1N
  A: ·; B: -5; C: -2; D: ·; E: -15; F: 12; G: 14; H: ·

Molecule: CC(C)NC(=O)N(C)C[C@H]1Oc2cc(C#CC(C)(C)O)ccc2S(=O)(=O)N([C@@H](C)CO)C[C@H]1C
  A: -3; B: 18; C: 5; D: 0; E: -8; F: -8; G: ·; H: -3

Molecule: Nc1nc(NCCOCCO)nc(Nc2cccc(F)c2)c1[N+](=O)[O-]
  A: 1; B: ·; C: -15; D: 5; E: -3; F: 12; G: 11; H: 8

Molecule: CCCn1c(CN2CCN(c3cccc(Cl)c3)CC2)nc2c1c(=O)n(C)c(=O)n2C
  A: 1; B: -4; C: ·; D: -3; E: -2; F: ·; G: -26; H: -8

Molecule: COc1cc(/C=C/c2onc(C)c2[N+](=O)[O-])cc(OC)c1OC
  A: ·; B: 8; C: 17; D: ·; E: -1; F: -4; G: 5; H: ·

Molecule: CCCNC(=O)c1ccccc1NC(=O)c1ccccc1N(C)S(=O)(=O)c1ccccc1
  A: 0; B: -8; C: 14; D: 0; E: 1; F: 7; G: 20; H: 5

Molecule: COc1ccccc1Nc1nc(N2CCOCC2)nc(N2CCOCC2)n1
  A: -1; B: -21; C: 1&-2; D: 6&2; E: -29&-1; F: 0&-7; G: 22&-5; H: -17&7

Molecule: O=C(CCCn1c(=O)oc2ccccc21)N1CCN(c2ccccn2)CC1
  A: 3; B: ·; C: -1; D: 0; E: 3; F: 12; G: -20; H: -1

Molecule: COc1ccccc1CNC(=O)C[C@H]1C[C@@H]2c3cc(N(C)C)ccc3O[C@@H]2[C@@H](CO)O1
  A: 1; B: -6; C: 22; D: 5; E: 6; F: -39; G: 2; H: -14

Molecule: O=C(CSc1nc2ccccc2c(=O)[nH]1)N1CCN(c2ccccc2)CC1
  A: 6; B: ·; C: -4; D: 2; E: -2; F: -3; G: 17; H: -8

Molecule: CC(=O)N1c2ccccc2C(C)=CC1(C)C
  A: -4; B: ·; C: -1; D: 1; E: -2; F: 8; G: 18; H: 1

Molecule: CC1CCCC(C)N1C(=O)Cn1nnc(-c2ccccc2)n1 (stereo not drawn)
  A: 5; B: -5; C: 6; D: 1; E: 8; F: 1; G: -6; H: 6

Molecule: Cc1noc(C)c1NC(=O)N[C@H]1CC[C@@H](CC(=O)Nc2ccc(-c3ccccc3)cc2)O[C@H]1CO
  A: 2; B: 12; C: 8; D: 0; E: -4; F: -3; G: -11; H: 8

Molecule: CC1CCC2(CC1)NC(=O)N(NC(=O)c1cccs1)C2=O (stereo not drawn)
  A: -2; B: 4; C: 5; D: 1; E: 0; F: 4; G: -12; H: -7

Molecule: CC#CCOCC1CN(C)C(=O)O1 (stereo not drawn)
  A: 4; B: 8; C: -9; D: 2; E: ·; F: -1; G: 9; H: 3

Molecule: C[C@@H]1CN([C@H](C)CO)C(=O)c2cccc(NC(=O)CCCCCC(=O)Nc3ccccc3N)c2O[C@H]1CN(C)C(=O)Nc1ccc(C(F)(F)F)cc1
  A: ·; B: -3; C: 8; D: ·; E: ·; F: -7; G: -14; H: ·

Molecule: COC(=O)CSc1nnc(CNc2ccc(Cl)cc2)n1-c1ccccc1
  A: 5; B: -2; C: ·; D: -2; E: 0; F: -7; G: 5; H: -6

Molecule: CCn1c(SCc2ccc(C#N)cc2)nnc1-c1cccc(Cl)c1
  A: -4; B: 6; C: 2; D: 0; E: -8; F: -7; G: ·; H: 23

Molecule: CCn1c2ccccc2c2nnc(SCC(=O)NC3CCS(=O)(=O)C3)nc21 (stereo not drawn)
  A: ·; B: ·; C: -13; D: ·; E: -2; F: 23; G: 11; H: ·

Molecule: COc1cc(NS(=O)(=O)c2cc(C(=O)N3CCN(C(C)=O)CC3)ccc2OC)cc(OC)c1
  A: 2; B: -2; C: -18; D: 1; E: -5; F: -2; G: 2; H: 7

Molecule: CC(=O)O[C@H]1[C@H](O)[C@H](Oc2c(O)c(C)c3c4c2[C@@H](C)CC[C@@H]4[C@@H](C)C[C@H]3C=C(C)C)O[C@@H](C)[C@H]1O
  A: 4; B: -6; C: ·; D: 2; E: 6; F: ·; G: ·; H: 5

# Keys – A = PglD DTNB; B = PGC1a acetyl inh; C = LGR2 antag; D = Cneo AK release; E = ARNT TACC3 PPI; F = GSIS activator; G = PAX8 inh HTS; H = C2C12 statin
Molecule: CCn1c(-c2nn(-c3ccccc3)ccc2=O)n[nH]c1=S
  A: ·; B: ·; C: -7; D: ·; E: 6; F: -8; G: 4; H: ·

Molecule: C/C=C/c1ccc([C@@H]2[C@@H](CO)N(c3nc(CC)cs3)[C@H]2C#N)cc1
  A: -3; B: -2; C: 0; D: 44; E: -6; F: 6; G: 1; H: 19

Molecule: C=CCC[C@@H](Cc1ccc(F)cc1)C(=O)OC[C@@H](Cc1c[nH]c2ccccc12)NC(=O)[C@H](CC=C)CC(=O)N[C@H](CO)Cc1ccccc1
  A: 0; B: 10; C: 9; D: 0; E: 0; F: 2; G: 23; H: -2

Molecule: CCN(CC)c1ccc(NC(=O)COc2ccc(-n3cnnn3)cc2)cc1
  A: 0; B: -9; C: 6; D: -7; E: 2; F: 10; G: -1; H: 3

Molecule: COc1ccccc1NC(=O)c1ccc(S(=O)(=O)N(C)C)cc1
  A: -2; B: -5; C: -6; D: -3; E: -5; F: 14; G: -4; H: -2

Molecule: Cc1cccc(-c2nnc(N)s2)c1
  A: 1; B: 2; C: ·; D: 3; E: -7; F: ·; G: ·; H: -2

Molecule: CCC(C)(C)NC(=O)CN(C(=O)CCC(=O)Nc1nccs1)c1ccc2c(c1)OCO2
  A: 0; B: 6; C: -3; D: 0; E: 1; F: -2; G: 9; H: 2

Molecule: CC(=O)NCCN=C(C)c1sc2ccccc2c1O
  A: -17; B: -21; C: ·; D: -4; E: -9; F: ·; G: ·; H: -4

Molecule: COc1ccc(-n2nc3c(c2NC(=O)COc2cccc(OC)c2)CS(=O)(=O)C3)cc1
  A: -2; B: 2; C: -3; D: -6; E: -1; F: 6; G: ·; H: -6

Molecule: Cc1cccc(-c2noc(C3CCCCC3)n2)c1
  A: 3; B: -6; C: ·; D: 17; E: -7; F: ·; G: ·; H: 6

Molecule: C[C@@H]1CN([C@@H](C)CO)C(=O)Cc2cc(NS(=O)(=O)c3cn(C)cn3)ccc2O[C@@H]1CN(C)Cc1ccc(C(F)(F)F)cc1
  A: -2; B: -11; C: -7; D: 5; E: ·; F: 6; G: 11; H: 40

Molecule: C[C@@H]1CCCCO[C@@H](CN(C)Cc2ccc(Cl)c(Cl)c2)[C@H](C)CN([C@H](C)CO)C(=O)c2cc(NC(=O)Nc3ccc(F)cc3)ccc2O1
  A: -4; B: -13; C: 10; D: -1; E: 21; F: -13; G: 102*; H: ·

Molecule: CC1CCCN(CCCNC(=O)c2cc3c(s2)-c2ccccc2OC3)C1 (stereo not drawn)
  A: 0; B: ·; C: -13; D: -1; E: -3; F: 1; G: -7; H: 4

Molecule: COc1ccc(OC)c(NC(=O)c2ccc(N3C(=O)C4CC=C(C)CC4C3=O)cc2)c1 (stereo not drawn)
  A: -1; B: -12; C: 5; D: -3; E: 19; F: 34; G: -7; H: -36

Molecule: Cc1noc(C)c1NC(=O)N(C)C[C@H]1Oc2cc(C#CCN(C)C)ccc2S(=O)(=O)N([C@H](C)CO)C[C@@H]1C
  A: -1; B: 6; C: 8; D: -4; E: 0; F: 4; G: ·; H: -6

Molecule: Cc1csc2nc(CNC(=O)C3CCCCC3)cn12
  A: 4; B: ·; C: -8; D: 2; E: -1; F: ·; G: -11; H: 10

Molecule: c1csc(C2CCCN2c2nc3nonc3nc2NC2CC2)n1 (stereo not drawn)
  A: -11; B: -3; C: 5; D: -6; E: 23; F: 5; G: 0; H: 3

Molecule: C=CCN(Cc1ccccc1)C(=O)[C@H]1N(Cc2ccc(OC)cc2)C(=O)[C@@H]2[C@@H](C(=O)O)C3C=CC21O3 (stereo partly drawn)
  A: -1; B: 2; C: ·; D: 7; E: -18; F: ·; G: -2; H: ·

Molecule: O=C(OCCN1CCOCC1)c1ccc(OCCN2CCOCC2)cc1
  A: -5; B: 0; C: -4; D: -2; E: -8; F: 3; G: ·; H: -23

# Given with two lines to a compound: 11 of the compounds above.
# Fields: PglD DTNB | PGC1a acetyl inh | LGR2 antag | Cneo AK release | ARNT TACC3 PPI | GSIS activator | PAX8 inh HTS | C2C12 statin
> COc1ccc(-n2nc3c(c2NC(=O)COc2cccc(OC)c2)CS(=O)(=O)C3)cc1
    -2 | 2 | -3 | -6 | -1 | 6 | · | -6
> Cc1cccc(-c2noc(C3CCCCC3)n2)c1
    3 | -6 | · | 17 | -7 | · | · | 6
> C[C@@H]1CN([C@@H](C)CO)C(=O)Cc2cc(NS(=O)(=O)c3cn(C)cn3)ccc2O[C@@H]1CN(C)Cc1ccc(C(F)(F)F)cc1
    -2 | -11 | -7 | 5 | · | 6 | 11 | 40
> C[C@@H]1CCCCO[C@@H](CN(C)Cc2ccc(Cl)c(Cl)c2)[C@H](C)CN([C@H](C)CO)C(=O)c2cc(NC(=O)Nc3ccc(F)cc3)ccc2O1
    -4 | -13 | 10 | -1 | 21 | -13 | 102* | ·
> CC1CCCN(CCCNC(=O)c2cc3c(s2)-c2ccccc2OC3)C1 (stereo not drawn)
    0 | · | -13 | -1 | -3 | 1 | -7 | 4
> COc1ccc(OC)c(NC(=O)c2ccc(N3C(=O)C4CC=C(C)CC4C3=O)cc2)c1 (stereo not drawn)
    -1 | -12 | 5 | -3 | 19 | 34 | -7 | -36
> Cc1noc(C)c1NC(=O)N(C)C[C@H]1Oc2cc(C#CCN(C)C)ccc2S(=O)(=O)N([C@H](C)CO)C[C@@H]1C
    -1 | 6 | 8 | -4 | 0 | 4 | · | -6
> Cc1csc2nc(CNC(=O)C3CCCCC3)cn12
    4 | · | -8 | 2 | -1 | · | -11 | 10
> c1csc(C2CCCN2c2nc3nonc3nc2NC2CC2)n1 (stereo not drawn)
    -11 | -3 | 5 | -6 | 23 | 5 | 0 | 3
> C=CCN(Cc1ccccc1)C(=O)[C@H]1N(Cc2ccc(OC)cc2)C(=O)[C@@H]2[C@@H](C(=O)O)C3C=CC21O3 (stereo partly drawn)
    -1 | 2 | · | 7 | -18 | · | -2 | ·
> O=C(OCCN1CCOCC1)c1ccc(OCCN2CCOCC2)cc1
    -5 | 0 | -4 | -2 | -8 | 3 | · | -23

# Bioassay records: PubChem, Broad Institute
